Screening results (PubChem BioAssay)
Exocytosis inh = blocks lytic granule exocytosis; TALL-104 LAMP-1 surface exposure, flow cytometry; cells stimulated with thapsigargin and PMA; inhibition, % at 10 µM; 360,000 compounds, 0.66% hits;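 active = inhibition above about 55%, limit read from the data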
HTR2A ag = mouse HTR2A agonism via beta-arrestin recruitment | activation, % at 7.6 µM | 360,000 compounds, 0.66% hits | CHO-K1 mHTR2A beta-arrestin complementation, luminescence; percent of 30 µM serotonin response;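 active = activation above a run cutoff, the mean activation of all tested compounds plus 3 SD, cut at about 14% in these data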;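 note: 0% = plate median of compound wells and 100% = 30 µM serotonin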
ABCB6 inh MLPCN = blocks the human ABCB6 transporter; Q9NP58; K562-ABCB6 porphyrin accumulation, flow cytometry, 1 h; active compounds read low; fluorescence ratio to DMSO, % at 10 µM; 360,000 compounds, 0.19% hits;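 active = fluorescence ratio to DMSO below 75%, the collection mean minus 3 SD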;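 note: signal is porphyrin accumulated inside mitochondria; 100% equals median channel fluorescence of DMSO control wells; lower ratio means ABCB6 inhibition with less porphyrin fluorescence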
Target sequence (Q9NP58 whole entry, looked up): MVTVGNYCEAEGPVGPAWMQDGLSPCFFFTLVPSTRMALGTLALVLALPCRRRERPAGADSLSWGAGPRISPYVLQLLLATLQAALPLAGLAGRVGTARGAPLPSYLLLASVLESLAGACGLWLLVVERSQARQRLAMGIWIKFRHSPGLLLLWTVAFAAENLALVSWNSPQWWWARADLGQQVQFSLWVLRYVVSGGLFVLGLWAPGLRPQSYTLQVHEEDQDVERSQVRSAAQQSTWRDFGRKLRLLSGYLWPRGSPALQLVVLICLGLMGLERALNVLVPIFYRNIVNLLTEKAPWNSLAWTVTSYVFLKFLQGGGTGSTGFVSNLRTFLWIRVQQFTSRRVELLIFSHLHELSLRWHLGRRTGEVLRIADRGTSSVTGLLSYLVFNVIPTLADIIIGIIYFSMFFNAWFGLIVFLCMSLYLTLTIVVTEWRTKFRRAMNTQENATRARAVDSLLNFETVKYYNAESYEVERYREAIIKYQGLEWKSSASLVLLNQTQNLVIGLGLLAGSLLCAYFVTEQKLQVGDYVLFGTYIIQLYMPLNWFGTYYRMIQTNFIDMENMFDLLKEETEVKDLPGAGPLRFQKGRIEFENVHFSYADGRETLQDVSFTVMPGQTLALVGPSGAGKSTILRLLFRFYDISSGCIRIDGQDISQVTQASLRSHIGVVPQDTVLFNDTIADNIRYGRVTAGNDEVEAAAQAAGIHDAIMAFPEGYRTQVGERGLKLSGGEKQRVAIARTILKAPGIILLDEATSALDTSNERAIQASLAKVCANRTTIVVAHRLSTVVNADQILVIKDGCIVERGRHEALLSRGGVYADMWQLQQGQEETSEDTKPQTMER
N-glyco inh = blocks N-linked glycosylation in D54 reporter cells | D54 ERlucT glycosylation luciferase reporter, 24 h; percent of 100 nM tunicamycin response | reporter increase, % at 12.5 µM | 360,000 compounds, 0.23% hits;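 active = mean luciferase reporter signal, scaled so untreated is 0 and the glycosylation-blocking control 100, at or above a set limit in every replicate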;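 note: luciferase carries N-glycosylation sites so blocking glycosylation raises the light; 0% = median of neutral control wells and 100% = median of 100 nM tunicamycin wells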
ABHD5 PLIN5 PPI = blocks binding of human ABHD5 to perilipin-5; Q00G26+Q8WTS1; Split G. princeps luciferase complementation, luminescence, 4 h; inhibition, % at 4 µM; 360,000 compounds, 0.78% hits;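 active = inhibition above the mean inhibition across every tested compound plus 3 SD, cut at about 22% in these data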;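 note: 0% = DMSO only wells and the 100% control is not disclosed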
PDI turbidity = inhibitors of human protein disulfide isomerase. P07237. PDI insulin aggregation turbidity, A650, 90 min. inhibition, % at 10 µM. 350,000 compounds, 0.052% hits;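 active = mean inhibition across replicates of 30% or more, whatever share of single replicates reach that level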;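 note: absorbance from insulin aggregation driven by PDI reduction with DTT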
CaV13 FRET inh = Primary screen for inhibitors of IQ motif and Ca2+-dependent inactivation inhibitor domain binding in CACNA1D, Förster resonance energy transfer in living cells, …; inhibition, % at 12.3 µM; HEK cells, CFP/YFP FRET ICDI-IQ, plate reader, 10 min; percent FRET-ratio fall versus neutral wells; 340,000 compounds, 0.098% hits; AID 743397;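 active = mean replicate inhibition of at least 30% and at least 1% of replicates passing that level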;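 note: 0% = median of the neutral control wells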
MC4R antag cAMP = antagonists of human melanocortin 4 receptor (MC4R). P32245. MC4R-expressing cells, MTII-stimulated cAMP, LANCE TR-FRET. inhibition, % at 6.5 µM. 360,000 compounds, 0.48% hits. AID 540295;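 active = inhibition above its plate's cutoff, the mean of tested wells on that plate plus 3 SD, cut at about 29% in these data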;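 note: 0% = Melanotan II alone and 100% = Melanotan II plus saturating MCL0020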
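Material: human MC4R-expressing U2OS cells. Probe or stimulus: Melanotan II challenge. Dosing: 6.5 µM single dose. Times: 30-min compound, 1-h challenge, 1-h detection, room temperature. Technique: TR-FRET with Eu-cAMP and labeled anti-cAMP, 671 nm. Replication: singlicate.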
Cardio protect = protects H9c2 cardiomyocytes from peroxide injury; H2O2 injury protection, ATPLite, 2 h; protection from H2O2 cell death, % at 20 µM; 360,000 compounds, 0.63% hits;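 active = compounds giving at least 50% protection of heart cells from peroxide-induced death in the single-dose screen, raw or plate-pattern-corrected value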;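 note: 0% = DMSO wells with peroxide and 100% = DMSO wells without peroxide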
MC4R barr agon = human MC4R agonism via beta-arrestin; P32245; U2OS MC4R beta-arrestin complementation, luminescence; percent of melanotan II response, DMSO zero; activation, % at 8.9 µM; 360,000 compounds, 0.98% hits;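 active = activation above a per-plate cutoff, the mean activation of sample wells on that plate plus 3 SD, cut at about 8% in these data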
* hit, by the source's call; / = not tested or not shown.

SMILES	Exocytosis inh	HTR2A ag	ABCB6 inh MLPCN	N-glyco inh	ABHD5 PLIN5 PPI	PDI turbidity	CaV13 FRET inh	MC4R antag cAMP	Cardio protect	MC4R barr agon
CC(C)c1ccc(NS(=O)(=O)c2ccc3c(c2)NC(=O)CO3)cc1	-1	8	101	-3	-12	-14	-3	6	-10	4.7
CC1=C(C(=O)Nc2ccccc2)C(c2cccnc2)n2ncnc2N1 (centres undefined)	-1	2	102	1	2	14	-3	1	3	1.0
CCOC(=O)C1CCCN(C/C(O)=C(\C#N)c2nc(-c3ccccc3)cs2)C1 (centres undefined)	-1	-3	101	1	-10	-6	/	0	4	-0.7
COc1ccccc1OCCC(=O)OCC(=O)c1c(N)n(C)c(=O)n(C)c1=O	-1	5	96	0	1	11	1	10	11	2.0
O=C1N=NC2=C1c1c3ccccc3c(O)n1CC2	0	5	91	2	1	-11	-17	-22	-11	1.3
CCCNC(=O)C(Cc1ccc(Br)cc1)NC(=O)c1ccc(C#N)cc1 (centres undefined)	9	2	98	5	-2	15	-4	6	-3	2.2
O=c1[nH]cc([N+](=O)[O-])cc1Br	1	-1	98	0	5	13	-5	-2	-4	0.3
O=C(NCCc1ccccc1)c1cccc2c(-c3ccc(F)c(F)c3)coc12	-4	-6	87	-1	-1	8	-6	6	-2	1.6
COc1ccccc1NS(=O)(=O)c1ccc(N/N=C/c2ccccc2OCC(=O)O)c([N+](=O)[O-])c1	3	-2	98	3	5	4	-15	10	2	-3.2
COc1c([N+](=O)[O-])cc(C(=O)NNC(=O)c2ccc(C)cc2)cc1[N+](=O)[O-]	0	-1	102	0	2	13	-3	5	-2	0.6
COc1cccc(C(=O)NCCS(=O)(=O)N(C)Cc2ccccc2)c1	1	-3	94	-1	-1	0	-6	7	-2	-1.4
O=C(Nc1ccccc1)C1=C[C@@H](C2CCCCC2)C[C@@H](OCCCCO)O1	-6	1	106	-8	-4	-3	-4	-6	-1	2.2
C=CCn1c(SCC(=O)N2CCc3ccccc3C2)nc2sc(CC)cc2c1=O	0	2	98	1	1	-3	-3	2	-10	-0.8
O=c1c2ccccc2sc2nc(CCl)nn12	-1	5	98	6	-3	2	-6	-3	7	-0.1
O=C(NNC(=O)c1ccc(F)cc1)C(=O)N1CCCCC1	4	2	93	1	0	0	-5	1	-1	-0.6
Cc1nn(C)c(C)c1C(=O)NN	-2	2	87	3	-4	3	-2	5	-8	-0.9
O=C(CNc1ccc(F)cc1)N/N=C/c1c(O)ccc2ccccc12	6	-2	99	-5	-1	1	-27	5	14	1.8
CN(C)Cc1ccc(-c2nc3cccc4c3n2CCNC4=O)cc1	15	-4	111	7	4	-2	-5	-1	53*	-0.1
COc1ccc(NC(=O)C2CCCN(S(=O)(=O)c3ccccc3)C2)c(OC)c1 (centres undefined)	-1	4	95	-2	5	-4	-3	1	-1	-1.5
CCCCCCN1C=CC(=C/C=C(\C#N)C(=O)OCC)C=C1	-3	-1	104	1	11	-10	-9	-9	-1	0.9
CNC(=O)C1CC(=O)N(c2ccc(F)c(Cl)c2)C1 (centres undefined)	-2	-2	98	3	-1	-15	/	4	37	-1.1
COc1cc(/C=C/C(=O)OCC(=O)N(CC(C)C)c2c(N)n(Cc3ccccc3)c(=O)[nH]c2=O)ccc1O	0	4	97	9	1	11	-6	7	18	-0.8
O=C(COC(=O)c1c(F)cccc1F)NCCNC(=O)COC(=O)c1c(F)cccc1F	-5	1	84	1	-6	5	-2	9	2	-1.1
CCOC(=O)c1ccc(C(=O)OCC)c(NC(=S)Nc2ccc([N+](=O)[O-])cc2OC)c1	1	2	106	1	2	1	-2	4	-2	-1.3
Cc1nn(-c2ccccc2)c2nc(-c3cccs3)cc(C(=O)NN)c12	-1	5	92	-9	5	4	-18	5	47	-1.2
Cc1nn2cc(-c3ncc(C(F)(F)F)cc3Cl)cnc2c1Br	4	6	91	-9	0	-3	-5	-4	49	0.7
CCOC(=O)N1CCC(N2CCCC(CO)(Cc3cccc(Cl)c3)C2)CC1 (centres undefined)	4	0	101	0	-1	-2	-3	34*	-3	3.6
COCCn1c(SCC(=O)Nc2cccc(OC)c2)nnc1-c1ccc(Cl)cc1	0	-1	99	0	-3	9	/	14	-7	-1.1
Cc1ccc(S(=O)(=O)CCC(=O)OC2CC(C)OC2=O)cc1 (centres undefined)	-2	4	99	1	6	-3	-3	16	3	-3.9
COC(=O)c1ccc(NC(=O)C2C3CCC(C3)C2C(=O)O)cc1 (centres undefined)	0	-1	99	0	-1	1	-3	1	11	1.2
Cc1ccccc1Cc1c(C)nc2nc(SCC(=O)NCCCN3CCCC3)nn2c1C	1	-3	95	-5	-4	11	-2	13	-8	0.5
COc1ccccc1N1CC(C(=O)Nc2ccc(N3CCOCC3)cc2)CC1=O (centres undefined)	0	2	91	-2	-4	4	-2	1	6	-1.4
N#Cc1c(/N=C/c2ccco2)sc2c1CCC2	-8	-1	119	1	-7	15	-5	-9	8	-1.2
Cc1ccc(NC(=O)CCNS(=O)(=O)c2ccc3c(c2)CCC(=O)N3)cc1C	-11	0	90	5	-2	-1	-16	-1	4	-0.6
O=C(COC(=O)c1cc(S(=O)(=O)N2CCOCC2)ccc1Cl)NCCc1ccccc1	1	-3	94	1	-1	4	-16	9	1	-0.5
Cn1c(SCC(=O)OCc2ccccc2)nnc1-c1ccco1	-3	9	111	2	4	2	-5	10	9	2.0

Profiles, looked up by structure. Values in the order: Exocytosis inh	HTR2A ag	ABCB6 inh MLPCN	N-glyco inh	ABHD5 PLIN5 PPI	PDI turbidity	CaV13 FRET inh	MC4R antag cAMP	Cardio protect	MC4R barr agon
Cn1c(SCC(=O)OCc2ccccc2)nnc1-c1ccco1 as listed: -3	9	111	2	4	2	-5	10	9	2.0
COc1ccc(NC(=O)C2CCCN(S(=O)(=O)c3ccccc3)C2)c(OC)c1 (centres undefined) as listed: -1	4	95	-2	5	-4	-3	1	-1	-1.5
COc1ccccc1NS(=O)(=O)c1ccc(N/N=C/c2ccccc2OCC(=O)O)c([N+](=O)[O-])c1 as listed: 3	-2	98	3	5	4	-15	10	2	-3.2
Cc1ccc(S(=O)(=O)CCC(=O)OC2CC(C)OC2=O)cc1 (centres undefined) as listed: -2	4	99	1	6	-3	-3	16	3	-3.9
COc1ccccc1OCCC(=O)OCC(=O)c1c(N)n(C)c(=O)n(C)c1=O as listed: -1	5	96	0	1	11	1	10	11	2.0

Next compounds
SMILES	Exocytosis inh	HTR2A ag	ABCB6 inh MLPCN	N-glyco inh	ABHD5 PLIN5 PPI	PDI turbidity	CaV13 FRET inh	MC4R antag cAMP	Cardio protect	MC4R barr agon
O=C(CNC(=O)Cc1ccc(Cl)cc1)NCC(=O)N1CCCCC1	-3	5	106	3	-2	5	-5	-2	0	-3.3
Cc1ccc(CSc2nc3ccccc3c(=O)n2Cc2ccco2)cc1	0	-6	89	-4	-6	5	-6	1	-8	-2.0
CS(=O)(=O)N(CC(=O)Nc1ccc(S(=O)(=O)N2CCOCC2)cc1)c1cccc(F)c1	1	5	96	-3	4	5	6	-6	0	2.7
Cc1cc(NC(=O)CSc2nnnn2C)n(-c2ccccc2)n1	2	-1	92	1	2	-3	-2	4	12	1.0
CC(C)NC(=O)C1(C)CCCN1Cc1ccccc1C#N (centres undefined)	6	2	98	0	3	0	-6	-2	0	0.0
CC(=O)c1cccc(N(CC(=O)NC2CCCC2)C(=O)CNC(=O)c2cccs2)c1	8	3	98	4	1	-9	-6	3	6	-0.1
Cc1cc(C(=O)COc2cccc([N+](=O)[O-])c2)c(C)n1C1CC1	1	-2	97	-7	7	5	-4	-1	-3	-2.6
O=C(COc1ccccc1)Nc1ccc(F)cc1	-3	-7	102	0	6	-8	-3	2	1	1.8
CC(C)(C)c1cc(CN2CCOCC2)c(C(=O)O)o1	6	1	97	2	1	9	-5	1	-6	-0.9
Cc1c(NC(=O)CSCc2ccc(Br)cc2)c(=O)n(-c2ccccc2)n1C	-2	2	94	-3	0	-11	-2	2	0	0.2
O=S(=O)(c1ccc(=S)[nH]c1)N1CCOCC1	0	-2	96	1	-1	0	-5	17	12	0.0
CC(CCc1ccc(O)cc1)NC(c1ccccc1)c1ccc(Cl)cc1 (centres undefined)	2	4	96	-7	-13	15	-11	5	-9	-0.3
CCCNC(=O)C1(C)CCN(Cc2csc3ccccc23)C1 (centres undefined)	0	-6	100	1	-1	-2	-7	0	2	-0.7
COc1ccc(CC(=O)Nc2cc(C)ccn2)cc1OC	-6	4	94	-1	4	10	-3	8	4	-0.6
O=C(CSC1CCCCC1)N1CCN(c2ccccc2)CC1	0	4	97	4	-9	-6	/	3	10	2.2
COc1ccc(S(=O)(=O)NCC(c2ccco2)N2CCOCC2)cc1 (centres undefined)	-2	0	96	1	-2	1	-4	3	1	-0.6
CCc1ccc(NC(=O)CSc2nnc(C)c(=O)n2N)cc1	-5	3	96	5	2	5	/	1	1	-2.3
COCc1c(C(=O)OCC(=O)N(C)C2CCS(=O)(=O)C2)oc2ccccc12 (centres undefined)	-2	-5	98	0	-2	2	-6	1	-1	-1.6
COc1cc(Cl)c(C)cc1NC(=O)CSC	1	-2	99	0	0	-7	/	9	-3	-3.2
COc1ccccc1NC(=O)C(C)n1cnc2c(oc3nc4c(cc32)CCCC4)c1=O (centres undefined)	-15	2	97	-1	3	-2	-3	-5	6	0.6
Cc1cc(C)cc(-c2nnc(SCC(=O)NC3CC3)o2)c1	3	1	97	3	-4	2	-4	-1	4	-3.6
Cc1ccccc1CN(C)C[C@@H]1OCc2cnnn2CCCC(=O)N([C@H](C)CO)C[C@H]1C	-5	2	100	1	2	6	-9	5	-10	0.2
COc1ccc(CC(=O)Nc2ccc(-c3cn4ccccc4n3)cc2)cc1OC	1	9	92	2	2	1	/	-7	-13	-0.7
Cc1cccc(NC(=O)Nc2cccc(F)c2)n1	-4	2	109	4	-2	-6	-5	-4	-9	-0.3
CC(=O)c1ccc(NC(=O)C2=CC(c3cccs3)=NS(=O)(=O)N2C)cc1	0	-1	99	-1	1	-7	-15	7	-6	-1.7
O=C(N/N=C/c1c(F)cccc1Cl)C1CC1	-16	2	105	-1	1	2	-3	4	-1	-1.7
O=C(CSc1nnc(NC(=O)C2CC2)s1)NCc1ccco1	-5	2	100	-1	1	0	-3	8	5	0.7
Cc1c(C=O)c2ccccn2c1C(=O)c1ccc(Cl)c([N+](=O)[O-])c1	2	0	99	1	0	0	2	-45	51*	-3.6
CCCCC1(CC)COC(c2ccccc2)OC1 (centres undefined)	-4	3	99	1	-3	1	-6	0	-5	0.6
Cc1ccc(-c2nnn(CC(=O)N(CC3CCCO3)C(C(=O)NCC3CCCO3)c3ccc(F)cc3)n2)o1 (centres undefined)	1	3	93	3	0	-8	/	-1	-3	-1.2
Cc1ccc2cc(CN(CC3CCCO3)S(=O)(=O)c3cccc4nsnc34)c(=O)[nH]c2c1 (centres undefined)	-3	3	98	-3	-1	-5	-8	4	27	1.7
